High-throughput results as filed in PubChem BioAssay.
hiPSC survival: enhancers of single-cell hiPSC survival, primary screen, ATPlite luminescence | 0.044% of 360,000 active | survival enhancement, % at 20 µM | 100% = ROCK inhibitor wells, 0% = DMSO; in the data active = survival enhancement above about 18%;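 also: cells exposed to compounds for 16 hours before the ATP read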
MITF TRPM1 inh: inhibitors of MITF-dependent TRPM1 promoter reporter, primary screen, cell-based, SK-MEL-5, single point, luciferase. SK-MEL-5 TRPM1 promoter luciferase, 24 h. AID 488899, 2010. 0.83% of 330,000 active. inhibition, % at 12.5 µM;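 active = mean inhibition across replicates of 60% or more, whatever share of single replicates reaches that level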; also: values of inactives mirror those of a sister screen read the other way
Vif imaging: HIV Vif self-association inhibitors, primary screen, imaging, HEK293T, single point | HEK293T cells, Vif self-association by quenched fluorescence, 24 h | inhibition, % at 7.49 µM | 0.35% of 340,000 active | AID 602346, 2012; in the data active = inhibition above about 50%, passing the limit was not always enough; also: some results filed as inactive read as strong as hits
HIF-2a inh: HIF-2a reporter inhibitors, primary screen, luminescence, 786-0 RCC cells | 786-0 RCC cells HIF-2a reporter, luciferase luminescence, overnight | AID 624352, 2012 | inhibition, % at 18.8 µM | 0.72% of 360,000 active;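 active = inhibition of the luminescence signal of 40% or more relative to plate controls, in a single-dose primary screen at 18.75 µM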
CaV13 ICDI inh: Disruptors of the CACNA1D IQ motif to Ca2+-dependent inactivation inhibitor domain association, primary screening, Förster resonance energy transfer in intact living … | HEK cells, CFP/YFP FRET ICDI-IQ, plate reader, 10 min; percent FRET-ratio fall versus neutral wells | inhibition, % at 12.3 µM | 0.098% of 340,000 active;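 active = mean replicate inhibition of at least 30% and at least 1% of replicates passing that level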;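 also: 0% = median of the neutral control wells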
Peg3 prom inh: Peg3 promoter-driven luciferase inhibitors, primary screen, cell-based, HeLa, luciferase luminescence. HeLa PEG-Prom luciferase reporter, overnight. inhibition, % at 20 µM. 1.7% of 360,000 active. AID 588405, 2011;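 active = inhibition of at least 50% at 20 µM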
NR2E3 ag-1: inhibitors of NR2E3-RetCOR corepressor binding, primary screen, NR2E3 agonist project, biochemical, TR-FRET, GST-NR2E3, biotin-RetCOR. 0.12% of 320,000 active. Photoreceptor-specific nuclear receptor (Homo sapiens), Q9Y5X4. AID 2300, 2010. inhibition of corepressor binding, % at 4.78 µM. 1536-well;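 active = percent inhibition above the cutoff of mean plus 3 SD of all tested compounds, set per screening campaign, cut at about 20% in these data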;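 also: 0% = DMSO wells and 100% = biotin wells as full block of FRET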
Target sequence (Q9Y5X4 whole entry, looked up): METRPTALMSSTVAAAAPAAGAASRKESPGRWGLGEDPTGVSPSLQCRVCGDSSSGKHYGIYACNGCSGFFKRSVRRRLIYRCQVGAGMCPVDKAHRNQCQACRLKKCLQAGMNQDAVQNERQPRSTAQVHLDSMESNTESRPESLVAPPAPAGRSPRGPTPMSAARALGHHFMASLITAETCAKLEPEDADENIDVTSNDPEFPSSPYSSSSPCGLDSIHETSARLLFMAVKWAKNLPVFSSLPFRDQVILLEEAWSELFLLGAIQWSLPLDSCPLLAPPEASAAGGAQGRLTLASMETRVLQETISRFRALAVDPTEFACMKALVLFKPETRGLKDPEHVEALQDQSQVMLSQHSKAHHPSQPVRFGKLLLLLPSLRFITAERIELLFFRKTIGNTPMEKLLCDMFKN
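Test system – NR2E3–RetCOR corepressor complex · Quantity – NR2E3 fusion 1.35 nM · Buffer or medium – Tris pH 7.5 · Incubation – Compound–protein incubation for 5 h at 4 °C · Technique – TR-FRET, Eu(K)-anti-GST donor, streptavidin-D2 acceptor, ex 340, em 617/671 nm · Evaluation – percent inhibition of 671/617 nm emission ratio versus biotin and DMSO controls · Plate – 1536-well format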
NR2E3 ag-2: NR2E3 agonists in two-hybrid cells, primary screen, cell-based, luminescence, CHO-S, Gal4-NCOR/VP16-NR2E3 | Photoreceptor-specific nuclear receptor (Homo sapiens), Q9Y5X4 | luciferase | inhibition of corepressor binding, % at 3.98 µM | 0.35% of 360,000 active | AID 602229, 2012;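 active = inhibition above the mean of all tested compounds plus 3 SD, cut at about 70% in these data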;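 also: 0% = DMSO with NR2E3 transfected cells and 100% = cells lacking NR2E3 construct; higher means lower luciferase signal from less NR2E3 corepressor binding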
PDI turbidity: inhibitors of human PDI, primary screen, biochemical, turbidity, single point, plate reader; Protein disulfide-isomerase (Homo sapiens), P07237; PDI insulin aggregation turbidity, A650, 90 min; inhibition, % at 10 µM; 0.052% of 350,000 active; AID 588391, 2011;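 active = mean inhibition across replicates of 30% or more, whatever share of single replicates reach that level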;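 also: absorbance from insulin aggregation driven by PDI reduction with DTT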
Target sequence (P07237 whole entry, looked up): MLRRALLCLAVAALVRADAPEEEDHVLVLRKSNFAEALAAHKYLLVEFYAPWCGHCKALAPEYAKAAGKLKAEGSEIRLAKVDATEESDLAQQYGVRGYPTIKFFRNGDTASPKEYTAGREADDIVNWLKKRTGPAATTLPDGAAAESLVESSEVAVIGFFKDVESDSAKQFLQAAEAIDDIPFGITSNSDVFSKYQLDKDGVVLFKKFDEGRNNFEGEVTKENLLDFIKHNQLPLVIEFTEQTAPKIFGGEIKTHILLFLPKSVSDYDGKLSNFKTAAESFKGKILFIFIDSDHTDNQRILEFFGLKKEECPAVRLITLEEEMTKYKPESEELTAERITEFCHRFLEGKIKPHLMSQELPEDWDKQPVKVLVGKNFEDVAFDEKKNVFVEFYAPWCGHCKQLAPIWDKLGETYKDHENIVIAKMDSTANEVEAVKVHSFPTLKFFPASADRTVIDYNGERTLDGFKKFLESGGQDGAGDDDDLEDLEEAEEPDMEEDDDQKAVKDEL
aDG glyco up: activators of alpha-DG glycosylation, primary screen, uHTS, Pro5-aDG cells, AlphaScreen; alpha-DG glycosylation AlphaScreen (IIH6); 0% Pro5, 100% B10-LARGE cell signal; activation, % at 10 µM; 0.22% of 360,000 active; AID 624168, 2012;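 active = activation of at least 8% versus controls, or a plate z-score of at least 8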;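 also: Pro5 are CHO cells carrying HIG-tagged alpha-DG that lacks glycosylation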
Exocytosis inh: LAMP-1 surface exposure blockers, TALL-104 cells – cell-based, flow cytometry, MLPCN library, primary screen; TALL-104 LAMP-1 surface exposure; cells stimulated with thapsigargin and PMA; inhibition, % at 10 µM; 0.66% of 360,000 active;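 active = inhibition above about 55%, limit read from the data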
* marks the source's active call; other numbers are inactive results; x = no result given. A portion of the library, so the mix of outcomes need not match the whole.

SMILES | hiPSC survival | MITF TRPM1 inh | Vif imaging | HIF-2a inh | CaV13 ICDI inh | Peg3 prom inh | NR2E3 ag-1 | NR2E3 ag-2 | PDI turbidity | aDG glyco up | Exocytosis inh
CCC1(CC)C(=O)NC(=Nc2cccc(C(F)(F)F)c2)NC1=O | 1.6 | -3 | 1 | 9 | -6 | 21 | 1 | 14 | 6 | -0.1 | -2
Cc1ccc(C2NC(=S)NC(c3ccc(C)cc3)C23C(=O)NC(=O)NC3=O)cc1 (stereo not given) | 6.0 | 3 | 6 | 8 | -5 | -4 | -2 | -36 | -8 | -0.2 | 0
CCCOC(=O)c1c(N)n(Cc2cccs2)c2nc3ccccc3nc12 | 0.4 | -2 | -5 | 24 | -5 | 17 | -3 | -23 | -10 | 1.5 | -6
Cc1ccccc1C(=O)N1CC1C (stereo not given) | 4.3 | -5 | 5 | 7 | -3 | -4 | x | -12 | 3 | -0.2 | -2
COc1ccccc1CN1CCCC(C(=O)c2ccccc2SC)C1 (stereo not given) | -0.8 | -2 | 2 | 25 | 0 | 15 | 3 | -26 | -3 | 0.7 | 5
COc1cccc(-c2nc3ccc(N4CCN(C)CC4)cc3[nH]2)c1 | -1.0 | 16 | -1 | 26 | -1 | 31 | -4 | -20 | -3 | 0.0 | 2
Cc1cc(OCC(=O)N[C@H](C(=O)O)c2ccccc2)c2c3c(c(=O)oc2c1)CCC3 | -3.8 | -10 | 0 | 0 | x | 0 | 0 | -18 | x | 0.1 | 0
C#CCNc1ccncc1S(=O)(=O)NC(=O)NC(C)C | -2.9 | -2 | 10 | -4 | -2 | 6 | 1 | -41 | -12 | -0.1 | 0
CCOC(=O)CC(SP1(=S)OCC2(CCCCO2)C(C2CCCCO2)O1)C(=O)OCC (stereo not given) | -0.3 | 1 | -3 | 3 | -7 | 13 | x | -22 | 3 | 0.3 | 5
CCN1CCN(c2ccc(N)c(C)c2)CC1 | -0.2 | 4 | 12 | 7 | -7 | -4 | 1 | 3 | -4 | 1.3 | 3
CN1CCN(Cc2nc3ccccc3n2C)CC1 | 0.8 | 6 | 4 | 6 | -6 | 4 | -2 | -18 | 2 | -0.2 | 2
Cc1ccc2c(c1)CCCN2N=O | 2.7 | -10 | -1 | 3 | -4 | -1 | -2 | 16 | -7 | -0.2 | 2
C[C@]12CC[C@H](O)CC1=CCC1C2CC[C@]2(C)C(=O)[C@H](Br)CC12 (stereo not given in full) | 0.0 | -3 | -5 | 10 | -11 | 6 | x | 10 | 6 | -0.4 | -10
CSc1ccccc1C(=O)C1CCCN(Cc2cccc(C)n2)C1 (stereo not given) | 1.1 | -5 | -5 | 23 | -5 | 12 | -3 | -4 | 4 | 0.3 | -6
O=c1[nH]c(=S)n(C2CC2)c(O)c1C=NCCN1CCOCC1 | -0.7 | 9 | -4 | 9 | 4 | 9 | 4 | 22 | -9 | 0.0 | -6
CCOC1=C(N2CC2)C(=O)C(OCC)=C(N2CC2)C1=O | 2.0 | 1 | -2 | 15 | -6 | 11 | x | -10 | -2 | -0.1 | 2
O=C(NC(Oc1ccccc1)C(Cl)(Cl)Cl)c1ccccc1 (stereo not given) | 0.3 | 4 | 0 | 5 | -5 | 9 | 0 | -15 | 5 | -0.3 | 2
CC(=O)n1cc(C=C2C(=O)NC(=O)NC2=O)c2ccccc21 | 1.3 | 49 | 6 | 10 | -8 | 28 | -6 | -10 | -1 | 0.3 | 26
Cc1ccccc1N1C(=O)CC(=O)N(c2ccccc2C)C1=O | 1.0 | 6 | 5 | 13 | -19 | 7 | 3 | -16 | -5 | -0.3 | -4
Cc1c(N=Nc2c(O)n(Cc3ccccc3)c(=O)[nH]c2=O)c(=O)n(-c2ccccc2)n1C | 2.9 | -15 | -1 | 13 | -3 | 9 | -2 | 26 | -3 | 0.6 | -1
CN(C)CCN(C(=O)COc1ccc(Cl)cc1)c1nc2cc3c(cc2s1)OCO3 | -0.1 | -9 | -5 | -45 | -6 | -74 | 2 | -8 | 1 | 0.3 | 11
c1ccc(-c2ccc(-c3n(-c4ccccn4)c4ccccc4[n+]3-c3ccccn3)cc2)cc1 | -0.1 | 7 | -16 | 19 | -9 | 29 | x | -18 | 2 | -0.1 | -3
N#CC(=C(O)c1ccc(S(=O)(=O)N(CCCl)CCCl)cc1)c1nc2ccccc2[nH]1 | 2.7 | -7 | 13 | -117 | -7 | -56 | x | -17 | -11 | 0.9 | -3
COc1cccc(CNCCc2ccc3c(c2)OCO3)c1OC | -0.1 | -10 | 0 | 16 | -6 | 0 | -1 | -11 | 3 | 0.1 | 20
COc1ncccc1C(=O)NCC(CC(=O)O)c1ccccc1 (stereo not given) | -0.6 | 11 | 0 | 8 | -4 | 12 | 2 | 6 | -4 | 0.0 | 1

Following part.
SMILES | hiPSC survival | MITF TRPM1 inh | Vif imaging | HIF-2a inh | CaV13 ICDI inh | Peg3 prom inh | NR2E3 ag-1 | NR2E3 ag-2 | PDI turbidity | aDG glyco up | Exocytosis inh
Oc1ccc(CC2(N3CCCC3)CCCCC2)cc1 | -0.9 | -4 | 11 | 8 | -6 | -12 | 2 | -11 | 10 | -0.1 | 6
Clc1ccc2sc(C3CCNCC3)nc2c1 | -0.1 | -49 | -5 | -89 | -1 | -80 | -2 | -91 | -29 | 0.0 | 12
COC(=O)C1=C(c2cc3ccccc3s2)C[C@@H]2CC[C@H]1N2C(=O)NC(C)C | -2.1 | -14 | -12 | 6 | -11 | 7 | 1 | -17 | 7 | 0.2 | -5
N#CCCn1cc(C(=O)O)c(-c2cccc([N+](=O)[O-])c2)n1 | 0.3 | 1 | -6 | 7 | -7 | 6 | 1 | -2 | -2 | -0.1 | 2
CC(C)NS(=O)(=O)c1ccc(OCC(=O)N2CCN(Cc3ccc4c(c3)OCO4)CC2)c(Cl)c1 | -1.3 | 15 | -21 | 9 | -8 | 4 | -2 | 17 | -11 | 1.5 | -2
S=C(N1CCCCCC1)N1CC1 | -1.7 | -1 | 10 | 13 | -6 | 14 | x | 18 | -1 | -0.1 | -2
COc1cc2c(cc1OC)C13CCN4CC5=CCOC6CC(=O)N2C1C6C5C3C4 (stereo not given) (tested in a mixture with another compound) | 18 | 2 | 4 | 12 | -6 | 5 | x | 6 | 1 | 0.2 | 3
N=C1c2ccccc2CN1NC(=O)c1ccc(F)cc1 | 1.3 | -5 | 15 | -2 | -7 | -19 | 1 | -13 | -4 | 0.2 | -1
CC(c1ccc(F)cc1)n1cc(C(=O)NCc2ccc3c(c2)OCO3)nn1 (stereo not given) | -3.6 | 3 | 5 | 14 | -4 | 13 | 3 | -31 | 1 | 1.7 | 1
O=c1c2ccccc2nc(/C=C/c2ccccc2O)n1-c1ccccc1O | -0.5 | 14 | -1 | -14 | -3 | -20 | -1 | -11 | -4 | 0.2 | 8
C=CCn1c(O)c(C(CC)=NCc2ccco2)c(=O)[nH]c1=O | 0.1 | -9 | -3 | 10 | 6 | -9 | 2 | -31 | 9 | -0.2 | 1
COc1cc2c(c(OC)c1)C(=O)OC(C)CCCC(=O)CCCCC2 (stereo not given) | 0.2 | 8 | 0 | 10 | -3 | 9 | 4 | 8 | -62 | 0.0 | -3
COc1ccc(S(=O)(=O)NCc2ccc(C(=O)N3CCC4(CC3)OCCO4)cc2)cc1 | 3.4 | -3 | 2 | 27 | -7 | 11 | -1 | 11 | -4 | 0.0 | 2
CCN1C(=O)NC(=O)/C(=C\c2cn(CC(=O)N3CCCC3)c3ccccc23)C1=O | -0.3 | 5 | 6 | 16 | -2 | 34 | 3 | -5 | -16 | -0.1 | -4
N=c1n(CCO)c2ccccc2n1Cc1ccccc1 | -2.1 | -6 | 0 | 9 | -1 | 14 | 1 | -9 | -5 | 0.4 | -3
CCN(CC)c1ccc(N=Cc2c(O)n(-c3ccc(OC)cc3)c(=O)[nH]c2=O)cc1 | 3.4 | 14 | -8 | 13 | -8 | -11 | -2 | -1 | -7 | 0.3 | 0
Clc1ccc2c(c1)C(c1ccccc1Cl)=NCc1nnc(N3CCN(CCSc4ccccc4)CC3)n1-2 | 0.0 | 3 | -1 | 8 | -4 | 12 | 1 | -17 | -8 | 0.8 | 20
CCCNC(=O)N1[C@H]2CC[C@@H]1C(C(=O)OC)=C(c1cccc(C#N)c1)C2 | 1.6 | 7 | -4 | 8 | -5 | 2 | 4 | 18 | 3 | -0.5 | -2
O=C(CN1CC=C(c2ccccc2)CC1)Nc1cc(Cl)ccc1Cl | 0.9 | 13 | 3 | 19 | -20 | 9 | -5 | -30 | 8 | 0.3 | -5
Cc1ccc(-n2c(O)c(C=NCc3ccco3)c(=O)[nH]c2=S)cc1C | -0.5 | 11 | 9 | 6 | -17 | 18 | -3 | -25 | 8 | -0.1 | -3
CCOP(=O)(Oc1ccccc1)c1c([N+](=O)[O-])cc(C(F)(F)F)cc1[N+](=O)[O-] (stereo not given) | -0.7 | 9 | 16 | 15 | -2 | -24 | 3 | 9 | 4 | 0.0 | -2
Oc1cccc2cccnc12 | 0.1 | x | 1 | 7 | x | 5 | -3 | -2 | x | -0.3 | 0

Complete entries, looked up by structure. Order of values: hiPSC survival	MITF TRPM1 inh	Vif imaging	HIF-2a inh	CaV13 ICDI inh	Peg3 prom inh	NR2E3 ag-1	NR2E3 ag-2	PDI turbidity	aDG glyco up	Exocytosis inh
O=c1c2ccccc2nc(/C=C/c2ccccc2O)n1-c1ccccc1O across the screens: -0.5	14	-1	-14	-3	-20	-1	-11	-4	0.2	8
CCN(CC)c1ccc(N=Cc2c(O)n(-c3ccc(OC)cc3)c(=O)[nH]c2=O)cc1 across the screens: 3.4	14	-8	13	-8	-11	-2	-1	-7	0.3	0

Four records picked at random from the list so far, as already listed:
SMILES | hiPSC survival | MITF TRPM1 inh | Vif imaging | HIF-2a inh | CaV13 ICDI inh | Peg3 prom inh | NR2E3 ag-1 | NR2E3 ag-2 | PDI turbidity | aDG glyco up | Exocytosis inh
CC(C)NS(=O)(=O)c1ccc(OCC(=O)N2CCN(Cc3ccc4c(c3)OCO4)CC2)c(Cl)c1 | -1.3 | 15 | -21 | 9 | -8 | 4 | -2 | 17 | -11 | 1.5 | -2
Clc1ccc2sc(C3CCNCC3)nc2c1 | -0.1 | -49 | -5 | -89 | -1 | -80 | -2 | -91 | -29 | 0.0 | 12
CCN1C(=O)NC(=O)/C(=C\c2cn(CC(=O)N3CCCC3)c3ccccc23)C1=O | -0.3 | 5 | 6 | 16 | -2 | 34 | 3 | -5 | -16 | -0.1 | -4
COc1ccc(S(=O)(=O)NCc2ccc(C(=O)N3CCC4(CC3)OCCO4)cc2)cc1 | 3.4 | -3 | 2 | 27 | -7 | 11 | -1 | 11 | -4 | 0.0 | 2
